OXTR potentiator: human OXTR potentiation; activation, % at 3 µM; 320,000 tested, 0.061% active; CHO-OTR cells, Fluo-8 calcium fluorescence, potentiator mode; 0% = oxytocin EC15, 100% = EC100; AID 2445;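 active = activation above that plate's cutoff, the mean activation of tested compounds plus 3 SD, cut at about 6.6% in these data, passing the limit was not always enough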;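 note: 100% uses oxytocin at 75 nM as the full agonist control; some results filed as inactive read as strong as hits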
Target sequence (P30559 whole entry, looked up): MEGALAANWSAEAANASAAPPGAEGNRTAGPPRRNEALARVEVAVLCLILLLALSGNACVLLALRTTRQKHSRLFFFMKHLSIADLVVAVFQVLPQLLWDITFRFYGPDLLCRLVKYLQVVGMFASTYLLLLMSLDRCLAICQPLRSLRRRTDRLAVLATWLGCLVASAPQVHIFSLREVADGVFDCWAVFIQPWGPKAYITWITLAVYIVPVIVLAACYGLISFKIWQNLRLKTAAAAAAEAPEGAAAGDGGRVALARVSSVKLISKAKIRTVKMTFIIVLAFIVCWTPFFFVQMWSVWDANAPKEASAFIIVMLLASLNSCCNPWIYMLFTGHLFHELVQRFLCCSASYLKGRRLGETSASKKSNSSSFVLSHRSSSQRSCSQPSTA
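Assay system: CHO cell line stably expressing human OTR | Also added: Oxytocin at about EC15, sub-maximal agonist stimulus | Times: Compound 6 min at room temperature before oxytocin, 100 s read | Measured by: Fluo-8 intracellular calcium fluorescence, ex 470-495, em 515-575 nm | Controls: EC15 oxytocin alone as 0%, 75 nM oxytocin as 100%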
CHO-K1 Ca ag: counter-screen for M1 agonists: effect in parental CHO-K1 cells | 360,000 tested, 0.48% active | AID 602248 | activation, % at 3 µM | Fluo-8 calcium fluorescence; scaled to maximal ATP response, vehicle zero; in the data active = activation above about 15%;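 note: untransfected CHO-K1 host cells lacking M1 receptor as counterscreen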
M1 PAM parental: counter-screen for M1 PAMs: effect in parental CHO-K1 cells. 360,000 tested, 0.02% active. activation, % at 3 µM. AID 602247. ATP EC20, Fluo-8 calcium fluorescence; 0% at ATP EC20, 100% at ATP max;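 active = activation above the run cutoff, the mean activation of all test compounds plus 3 SD, cut at about 40% in these data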;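 note: peak over basal fluorescence ratio in a 140 s read after ATP addition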
CHRM1 antagonist: antagonists of human M1 muscarinic receptor | P11229 | CHO-K1 hM1, Fluo-8 calcium fluorescence, ACh EC80 antagonist | inhibition, % at 3 µM | 360,000 tested, 1.3% active | AID 588852;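 active = percent inhibition above its own plate's cutoff, namely the mean of that plate's compound wells plus 3 SD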;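 note: peak over basal fluorescence ratio during 140 s after agonist addition; 0% = ACh EC80 plus DMSO and 100% = DMSO alone without agonist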
M1 ag: human M1 muscarinic receptor agonism | P11229 | CHO-K1 hM1, Fluo-8 calcium fluorescence, agonist mode; 0% DMSO, 100% acetylcholine EC100 | activation, % at 3 µM | 360,000 tested, 0.33% active | AID 588814;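 active = activation above the run's mean compound activation plus 3 SD, cut at about 16% in these data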;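 note: peak over basal fluorescence ratio within a 140 s kinetic read after compound addition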
TAAR1 ag: human TAAR1 agonism; 360,000 tested, 0.99% active; activation, % at 3 µM; AID 624467; CHO RD-HGA16 TAAR1, Fluo-8 calcium fluorescence; vehicle wells 0%, saturating PEA agonist 100%;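 active = activation above the mean activation of all test compounds in the run plus 3 SD, cut at about 38% in these data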
Target sequence (Q96RJ0 whole entry, looked up): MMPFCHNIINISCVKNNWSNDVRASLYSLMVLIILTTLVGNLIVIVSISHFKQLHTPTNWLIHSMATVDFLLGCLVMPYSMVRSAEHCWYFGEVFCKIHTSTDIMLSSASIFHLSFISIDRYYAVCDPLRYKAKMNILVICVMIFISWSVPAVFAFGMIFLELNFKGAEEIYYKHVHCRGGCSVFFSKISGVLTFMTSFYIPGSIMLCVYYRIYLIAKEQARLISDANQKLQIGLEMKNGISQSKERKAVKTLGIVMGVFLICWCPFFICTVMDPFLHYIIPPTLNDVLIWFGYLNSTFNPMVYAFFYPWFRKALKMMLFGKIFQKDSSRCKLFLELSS
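Assay system: CHO-derived RD-HGA16 cells with stable Gα16 and human TAAR1; timing: 17-24 h seeding, 75 min 37 °C dye, 30 min RT; read-out: % activation from peak over basal fluorescence ratio, DMSO-to-PEA scaled; measured by: kinetic Fluo-8 calcium fluorescence; benchmarks: low control DMSO, high control PEA (EC100); doses: 3 µM single concentration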
CHO-K1 Ca antag: nonselective inhibitor or artifact in parental CHO-K1 cells. 360,000 tested, 0.6% active. inhibition, % at 3 µM. ATP-induced calcium, Fluo-8 fluorescence;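 active = inhibition above a per-plate cutoff, the plate's mean sample inhibition plus 3 SD, cut at about 24% in these data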;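 note: 0% = DMSO plus EC80 ATP and 100% = DMSO alone without ATP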
CHO parental Ca: counter-screen: ATP calcium response change in parental CHO cells | 330,000 tested, 0.63% active | AID 463079 | inhibition, % at 5.6 µM | parental CHO-K1, ATP-induced calcium, Fluo-8 fluorescence;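 active = inhibition above that plate's mean sample inhibition plus 3 SD, cut at about 26% in these data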;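 note: 0% = ATP-challenged DMSO wells and 100% = DMSO wells without ATP; some compounds past the cut are filed as inactive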
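Material: Parental CHO cells | Reagent: ATP | Compound dosing: Single nominal dose of 5.6 µM per compound | Detection: Intracellular calcium via Fluo-8 no-wash fluorescent dye | Read-out: % inhibition of ATP-induced calcium mobilization | Benchmarks: Low control ATP plus DMSO, high control DMSO only | Replicates: Singlicate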
TAAR1 antagonist: human TAAR1 antagonism; Q96RJ0; CHO RD-HGA16 TAAR1, Fluo-8 calcium fluorescence, antagonist; inhibition, % at 3 µM; 360,000 tested, 1.5% active;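 active = inhibition above a per-plate cutoff, the mean inhibition of test compounds on that plate plus 3 SD, cut at about 49% in these data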;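 note: 0% = DMSO plus EC80 beta-PEA response and 100% = DMSO alone without agonist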
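Test system – hTAAR1-expressing CHO RD-HGA16 cells, Gα16-coupled · Also added – β-PEA at EC80 concentration, post-compound challenge · Compound – 3 µM, single point · Incubation – dye loading 75 min at 37 °C, then 30 min room temperature · Measured by – Fluo-8 intracellular calcium dye fluorescence, real-time kinetic reads · Benchmarks – vehicle and agonist controls · Replicates – singlicate, one well per test compound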
Starred values were filed as active, the others as inactive; x = no result given.

SMILES,OXTR potentiator,CHO-K1 Ca ag,M1 PAM parental,CHRM1 antagonist,M1 ag,TAAR1 ag,CHO-K1 Ca antag,CHO parental Ca,TAAR1 antagonist
COC(=O)C1=C(C)NC(C)=C(C(=O)OC)C1c1ccc(-c2cccc([N+](=O)[O-])c2)o1,2,0.9,1,-19,-1,0,12,-26,-37
COc1cc2c(cc1OC)C(c1cc(C)ccc1C)CC(=O)N2 (stereo not drawn),x,0.6,8,-19,-3,3,-16,x,-13
O=C1CC(C(F)(F)C(F)(F)C(F)(F)C(F)F)=Nc2ccccc2N1,-3,3.6,8,0,-2,2,-5,-13,-16
CC1CCCN(C(=O)CSc2ncccn2)C1 (stereo not drawn),-10,0.1,3,-7,-3,1,-1,5,-18
Cc1ccc(C2Nc3ccccc3NC3=C2C(=O)OC(C)C3)cc1 (stereo not drawn),-12,1.7,23,5,-3,1,2,0,11
c1cc(C2OCCN2CC2COC3(CCCC3)O2)ccn1 (stereo not drawn),-7,0.6,23,2,-3,1,-16,-4,-5
CSc1cccc(NS(=O)(=O)c2ccc3c(c2)NC(=O)C(C)C(=O)N3)c1 (stereo not drawn),-1,0.2,10,2,-5,2,-2,-5,5
Cc1ccc(S(=O)(=O)N(C)C)cc1NC(=O)C(C)OC(=O)c1ccc2ccccc2n1 (stereo not drawn),1,-0.2,-13,-9,-4,3,-4,-27,-24
NC(=S)N/N=C/c1coc2ccc(Cl)cc2c1=O,-10,0.1,4,1,-6,1,11,-1,-10
Cc1ccnc(Nc2nc(-c3ccc(O)cc3O)cs2)c1,-7,-0.2,1,-10,-1,0,-10,-16,-23
Cc1cc(Cl)ccc1OCC(=O)N1CCN(c2ncccn2)CC1,-9,2.4,8,-8,-1,2,-14,-17,18
O=C(/C=C/c1ccco1)N/C(=C\c1ccco1)C(=O)NCCc1nc2ccccc2[nH]1,-6,1.2,22,-7,-8,0,-8,-16,5
CCCCN(CC)CCNC(=O)C1c2cc(OC)c(OC)cc2C(=O)N2CCc3ccccc3C12 (stereo not drawn),-4,0.1,9,-22,-6,-1,-6,-3,20
CC(C)(C)NC(=O)NC(=O)COC(=O)COc1ccc2c(c1)CCC2,-18,1.2,18,-2,-4,3,-2,-2,-6
COc1ccc(C(C(=O)NCC2CCCO2)N(C(=O)c2snc(C(N)=O)c2N)c2ccccc2)cc1OC (stereo not drawn),x,3.0,-1,-8,-1,9,3,x,-12
CCOc1ccc(CCNC(=O)C2CCN(C(=O)N(C)C)CC2)cc1OCC,-3,0.3,29,-10,-7,10,-11,-9,10
Cc1cccc(OCCNc2cc(N3CCOCC3)ccc2[N+](=O)[O-])c1,-6,0.5,5,-13,-2,1,-9,-10,-17
O=c1[nH]c2ccccc2nc1/C=C/c1ccc(F)cc1,-2,1.9,-12,3,-4,23,20,4,45
CC(=O)c1cccc(NC(=O)COC(=O)C2=COCCO2)c1,-4,-0.3,6,-1,-5,0,3,-6,-6
COc1ccc(/C=C/C2=CC(C)(C)NC(=S)N2)cc1,-6,0.1,-8,7,-8,4,5,4,10
Cc1ccc(S(=O)(=O)CCC(=O)Nc2nnc(-c3cccs3)o2)cc1,-4,1.6,7,-20,-1,6,-3,0,-10
O=C1O[C@@H](c2ccccc2)C[C@@H](O)C(=O)CCCCc2ccccc21,x,0.7,-1,x,x,0,-6,x,-10
Cc1c(C(O)CN2CCN(Cc3ccc4c(c3)OCO4)CC2)c2ccccc2n1C (stereo not drawn),0,0.6,9,1,-11,2,-18,-16,-16
Cc1ccc(-c2noc(C3CCCN(C(=O)c4c(F)cccc4F)C3)n2)cc1 (stereo not drawn),-11,9.2,3,5,-3,2,-16,-18,5
Cc1nn(-c2ccccc2)c(C)c1NC(=O)COC(=O)Cc1ccccc1F,-12,2.2,9,-15,-1,3,-6,-19,12
O=C(Cn1c(NCCO)nc2ccccc21)Nc1cccc(S(=O)(=O)N2CCCC2)c1,1,0.1,4,-5,-6,5,-9,-8,-10
OCC[C@@H]1C[C@H](O)[C@@H](O)[C@]2(OCc3cc(Cl)ccc32)O1,x,-0.2,0,5,-2,3,21,x,-1
CCN1C(=O)[C@H]2[C@H]3CN=C(SCC4CC4)N3[C@@](CC)(C(=O)OC)[C@H]2C1=O,x,0.3,-7,-8,3,0,11,-3,9
CNCc1cc(Cl)cc(OC)c1OC(C)C,x,0.4,-12,3,-4,5,-2,x,-11
Cc1nnc2sc(-c3cccc(F)c3)nn2c1=O,2,1.9,-3,-16,-4,-1,-6,-6,5
CC(=O)c1cccc(-c2ccnc3c2CC(C(=O)NCc2ccccc2)O3)c1 (stereo not drawn),x,2.2,9,-20,-3,1,-11,x,-26
CCNC(=O)NC(=O)COC(=O)c1cccc(S(=O)(=O)N2CC3(C)CC2CC(C)(C)C3)c1 (stereo not drawn),-3,-0.2,-13,-4,-1,0,-10,0,-49
COc1ccc(-n2c(N)cc(=O)nc2SCC(=O)NC2CCCCC2)cc1,x,0.2,12,-17,0,1,11,x,2
O=C(O)c1ccc2nc3c(nc2c1)-c1ccccc1C3=O,-11,-0.1,17,-11,-5,4,-11,-9,8
O=C(NOC(=O)c1ccccc1)c1ccccc1,-4,0.4,9,-9,-1,1,-2,-11,4
CN(C)c1cccc(C(=O)OCCNC(=O)c2cccc(S(=O)(=O)N3CCOCC3)c2)c1,-10,5.1,6,0,-1,9,-2,-10,10
Cc1cnc(NC(=O)CSC(=S)N2CCOCC2)s1,-2,0.3,11,-7,-3,11,0,-7,-14
NS(=O)(=O)c1cc(C(=O)N=Nc2c(O)[nH]c3ccccc23)ccc1Cl,-5,1.1,14,-6,-5,6,-15,-8,3
Cc1cc(-c2ccc(C)c(S(=O)(=O)NC(C)Cc3ccco3)c2)on1 (stereo not drawn),-19,0.4,-24,-17,-2,1,8,-11,-10
CC(C)(C)NS(=O)(=O)c1ccc(CCC(=O)O)cc1,0,0.6,19,3,-3,8,-10,-2,14
COc1cc(C(=O)Nc2c(C(=O)O)[nH]c3ccc(Br)cc23)cc(OC)c1OC,-15,0.7,12,0,-2,6,-11,-3,-10
O=[N+]([O-])c1ccc2c(c1)ncn2-c1ccccc1,-6,0.8,-7,1,-13,-1,-2,-12,-9
COc1ccc(C(C)(O)c2nc(-c3ccc(N(C)C)cc3)cs2)cc1 (stereo not drawn),x,4.9,11,12,-1,-1,-2,x,-6
CN(C(=O)c1ccc(NC(=O)Cc2cccc(NC(=O)C3CCN(C(=O)C4CC4)CC3)c2)cc1)C1CCCC1,2,0.3,20,-1,-3,3,-11,-4,8
CCOC(=O)c1c(NC(=O)CN2C(=O)c3ccccc3C2=O)sc(Cc2ccc3c(c2)OCO3)c1C,4,0.3,8,0,-2,0,-2,-15,-12
O=S(=O)(NC1CCCCC1Oc1ccccc1)c1ccc(Cl)cc1 (stereo not drawn),-15,0.2,9,-1,-9,3,4,-20,19
COc1ccc(C(=O)[C@H]2[C@H]3C(=O)N(c4ccc(OC(C)=O)cc4)C(=O)[C@H]3C3C=CC=NN32)cc1 (stereo partly drawn),1,-0.1,16,-16,-2,1,-8,-5,17
O=C(Nc1ccccc1C(F)(F)F)N1CCN(c2ccc3nnc(-c4ccc(F)cc4)n3n2)CC1,-2,0.0,14,-2,-6,5,-1,-9,-9
O=c1[nH]ncc2c3ccccc3n(Cc3ccc(F)cc3)c12,2,0.4,16,-10,1,12,-5,-13,-9
Fc1c(F)c(C(F)(F)F)c(F)c(F)c1N/N=C\c1cccs1,-9,0.2,-4,13,-3,92*,-13,12,75*
Cc1ccc(C(=O)NNC(=O)c2ccc(SCC3CCCO3)c([N+](=O)[O-])c2)cc1 (stereo not drawn),-1,0.6,9,-4,-4,2,-16,-8,-4
CC1CCCN(C(=O)c2ccc3nc[nH]c3c2)C1 (stereo not drawn),-7,-0.3,4,-12,-2,4,0,-16,-7
CC(=O)Nc1ccc2c(c1)nc(CCN1CCN(C)CC1)n2C,-1,-0.2,-4,0,-3,0,13,-6,-1
O=C(/C=C/c1ccco1)Nc1ccc2nn(-c3ccccc3)nc2c1,2,0.6,2,-2,-2,0,-2,6,-2
CCCc1cc(=O)oc2c(C)c(OC3CCCCC3=O)ccc12 (stereo not drawn),x,1.0,-10,2,-2,0,-9,x,-12
Cn1c(=O)n(C)c2cc([N+](=O)[O-])c(N3CCN(C(=O)c4cccc(Cl)c4)CC3)cc21,-16,7.7,20,7,-6,9,-8,-22,14
C=CCn1c(=S)[nH]c2cc(C(=O)N3CCN(c4ccccc4OC)CC3)ccc2c1=O,-6,1.6,27,-6,-3,2,-25,-20,-3
S=c1[nH]nc(-c2cccnc2)n1/N=C/c1ccco1,-2,-0.4,-5,2,-4,6,9,-5,0
CCN1CCN(c2ccc([N+](=O)[O-])c(Sc3nc4ccccc4[nH]3)c2)CC1,3,0.0,6,11,-8,2,3,-22,-3
NS(=O)(=O)c1ccc(N=Cc2c(O)n(-c3nccs3)c(=O)c3ccccc23)cc1,-1,1.0,23,-29,-2,-3,-19,8,-1

Some entries already given, reduced to TAAR1 ag:
| Structure | TAAR1 ag |
| --- | --- |
| O=c1[nH]ncc2c3ccccc3n(Cc3ccc(F)cc3)c12 | 12 |
| Fc1c(F)c(C(F)(F)F)c(F)c(F)c1N/N=C\c1cccs1 | 92* |

Next structures
SMILES,OXTR potentiator,CHO-K1 Ca ag,M1 PAM parental,CHRM1 antagonist,M1 ag,TAAR1 ag,CHO-K1 Ca antag,CHO parental Ca,TAAR1 antagonist
COc1ccc(CS(=O)(=O)/C(Cl)=C(/Cl)C(=O)Nc2ccc(OC)nc2)cc1,-2,0.3,12,-13,-3,x,-9,-4,x
NC(=O)c1ccc(NC(=O)COc2coc(CN3CCc4ccccc4C3)cc2=O)cc1,0,16*,2,-10,-1,8,7,0,-18
CCOC(=O)c1ccc(S(=O)(=O)NNC(=O)COc2ccc(C)cc2)cc1,-3,0.7,14,-2,-5,2,-5,-19,-12
CCOc1ccc(Nc2oc(-c3ccco3)nc2C#N)cc1,-12,0.0,2,15,-4,6,-1,-5,2
